High-throughput results (PubChem)
Casp6 inh = human caspase-6 inhibitors, primary screen, biochemical, VEID-R110 fluorescence, single point, set 2; purified caspase-6, Z-VEID-R110 cleavage fluorescence; inhibition, % at 12.5 µM; 350,000 tested, 0.53% active; AID 686996, 2013;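 active means mean inhibition across replicates at least about 35%, with every replicate also reaching that limit, limit read from the data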;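 further: 0% = median of neutral control wells and 100% = no fluorescence left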
Target sequence (P55212 24-179 limits assumed): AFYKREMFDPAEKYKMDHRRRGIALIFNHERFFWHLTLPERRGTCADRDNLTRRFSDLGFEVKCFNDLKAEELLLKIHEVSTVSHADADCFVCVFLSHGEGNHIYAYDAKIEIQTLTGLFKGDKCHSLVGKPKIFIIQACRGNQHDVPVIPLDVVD
Target sequence (P55212 194-293 limits assumed): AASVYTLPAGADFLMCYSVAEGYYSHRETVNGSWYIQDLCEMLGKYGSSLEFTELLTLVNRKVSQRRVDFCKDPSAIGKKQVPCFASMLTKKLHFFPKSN
FN deposition inh = inhibitors of fibronectin matrix deposition, primary screen, AH1F cells, Alexa488-fibronectin fluorescence, plate reader. 350,000 tested, 0.086% active. AH1F fibroblasts, overnight. AID 743247, 2014. inhibition, % at 12.6 µM;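 active means mean inhibition across replicates of 30% or more, regardless of how many single replicates reach that level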;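 further: positive control wells lacked labelled fibronectin entirely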
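Material: AH1F fibroblasts assembling fluorescent fibronectin matrix; amount: 10000 AH1F cells/well; medium: DMEM, 2% serum; reagent: Alexa488-fibronectin, 24 nM final in well; dosing: single compound dose, delivered by pin transfer; incubation: 1 h adhesion, overnight exposure; detection: fluorescence after three HBSS washes, excitation 485 nm, emission 525 nm; measure: fibronectin deposition inhibition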
PAX8 inh HTS = inhibitors of PAX8-driven TPO luciferase reporter, primary screen, RMG-I cells, single concentration | AID 652154, 2013 | inhibition, % at 12.6 µM | SteadyGlo, 24 h | 360,000 tested, 1.2% active;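 active means mean replicate inhibition at least 60% with every replicate also reaching 60%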;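 further: luciferase light reporting Pax8 driven TPO promoter activity; plate controls were median of neutral control wells for no effect and mitoxantrone controls for full effect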
EWS-Fli inh = EWS/Fli-driven NR0B1 reporter inhibitors, primary screen, A673 cells, NR0B1 luciferase, luminescence, MLPCN library; inhibition, % at 12.6 µM; 350,000 tested, 0.67% active; viability-normalised;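 active means mean inhibition of at least 50% after viability correction, with every replicate also passing that limit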;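 further: firefly luciferase signal divided by Alamar Blue viability fluorescence both relative to DMSO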
Cneo AK release = Cryptococcus neoformans cell lysis inducers, primary screen, AK release luminescence, single concentration; C. neoformans lysis, adenylate kinase release luminescence, 4 h; normalised: neutral wells 0, clomiphene wells 100; lysis activity, % at 15 µM; 360,000 tested, 0.2% active;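 active means mean lysis activity across replicates of at least 80%, whatever share of replicates individually reach that level; inactive means mean lysis activity below 80%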
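Assay system: log-phase C. neoformans yeast / Quantity: yeast cell density of 5 × 10^6 cells/mL / Medium: fresh YPD growth medium / Compound: single dose / Timing: static 4 h at 37 °C with compound, 1 h detection / Measured by: adenylate kinase release luminescence / Read-out: lysis from increased AK signal / Benchmarks: Clomiphene as positive lysis control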
PGC1a acetyl inh = inhibitors of PGC1a acetylation signal, primary screen, cell-based, U2OS, AlphaScreen, inhibitor mode | AlphaScreen anti-acetyl-lysine; with virally co-expressed GCN5 acetyltransferase | inhibition, % at 15.6 µM | 350,000 tested, 0.17% active;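 active means every replicate shows inhibition of at least 40%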;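 further: 0% = neutral control wells and 100% = positive control wells; some results beyond the cut were filed as inactive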
miR122 inh = miR-122 Renilla sensor signal increase in Huh7, primary screen, miR-122 inhibitor project, cell-based, single point, plate reader; AID 602342, 2012; activation (reporter increase), % at 12.5 µM; 340,000 tested, 0.3% active; Huh7 miR-122 Renilla luciferase sensor, 48 h; neutral wells = 0, positive control = 100;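 active means mean replicate activation score at least 90 and every replicate individually at or above 90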;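 further: higher luciferase means less miR-122 activity so hits act as miR-122 inhibitors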
LGR2 inh = inhibitors of bursicon-induced LGR2 CRE-luciferase signal, primary screen, cell-based, HEK293, CRE-luciferase reporter, bursicon stimulation | Drosophila bursicon receptor LGR2 (rickets) | bursicon-stimulated, 4 h | inhibition, % at 9.99 µM | 380,000 tested, 0.35% active;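 active means drop in luminescence signal, shown as inhibition above about 50% in the replicate tests, limit read from the data, passing the limit was not always enough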;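 further: agonist challenge used bursicon conditioned medium at about half maximal strength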
Numbers without * were called inactive; . = no result given; [ ] = another dose, or the depositor's remark. Hits appear at their usual frequency; about 2.5% have a hit in one of these screens.

The opening 2 entries, ahead of the listing:
Screens by letter: A = Casp6 inh; B = FN deposition inh; C = PAX8 inh HTS; D = EWS-Fli inh; E = Cneo AK release; F = PGC1a acetyl inh; G = miR122 inh; H = LGR2 inh
mol: C[C@H](CO)N1C[C@H](C)[C@@H](CN(C)Cc2ccc(C(F)(F)F)cc2)Oc2ccc(NC(=O)Nc3ccc(C(F)(F)F)cc3)cc2C1=O
  A: -3	B: .	C: 6	D: -6	E: 2	F: -12	G: -5[16.7 µM]	H: 4
mol: CCCCOc1ccccc1C1C(C(N)=O)=C(C)Nc2nnnn21 (configuration not stated)
  A: .	B: 11	C: .	D: .	E: 2	F: -2	G: 3	H: .

The whole of this part, previewed entries included:
Screens by letter: A = Casp6 inh; B = FN deposition inh; C = PAX8 inh HTS; D = EWS-Fli inh; E = Cneo AK release; F = PGC1a acetyl inh; G = miR122 inh; H = LGR2 inh
mol: C[C@H](CO)N1C[C@H](C)[C@@H](CN(C)Cc2ccc(C(F)(F)F)cc2)Oc2ccc(NC(=O)Nc3ccc(C(F)(F)F)cc3)cc2C1=O
  A: -3	B: .	C: 6	D: -6	E: 2	F: -12	G: -5[16.7 µM]	H: 4
mol: CCCCOc1ccccc1C1C(C(N)=O)=C(C)Nc2nnnn21 (configuration not stated)
  A: .	B: 11	C: .	D: .	E: 2	F: -2	G: 3	H: .
mol: O=C(Nc1ccc(F)cc1)N1CC(=O)N2[C@H](CO)[C@@H](c3ccc(-c4ccc(F)cc4)cc3)[C@H]2C1
  A: -3	B: .	C: 10	D: 4	E: .	F: 1	G: .	H: 11
mol: Cc1cc(C(=O)CSc2nnc(Nc3ccccc3F)s2)c(C)n1CC1CCCO1 (configuration not stated)
  A: .	B: 3	C: .	D: .	E: -10	F: -13	G: 9	H: .
mol: O=C(c1cc(C2CC2)on1)N1CCN(C(c2ccccc2)c2ccccc2)CC1
  A: 2	B: -1	C: -8	D: 10	E: 0	F: 0	G: -8	H: 29
mol: CCCCC(=O)N1CCCC(C)C1 (configuration not stated)
  A: 0	B: 4	C: -4	D: -2	E: 3	F: .	G: .	H: 1
mol: CC(C)(C)C(=O)NCCN1C(=O)S/C(=C\c2ccc([N+](=O)[O-])cc2)C1=O
  A: -2	B: 7	C: 7	D: 5	E: .	F: -11	G: 7	H: 3
mol: COc1ccccc1NC(=O)CSc1nnc(COc2ccccc2C)o1
  A: 5	B: 5	C: -1	D: -5	E: -1	F: 9	G: -5	H: -6
mol: O=C(Sc1ccccc1)c1cccc(Cn2cc(C(F)(F)F)ccc2=O)c1
  A: -1	B: -16	C: 16	D: 0	E: 1	F: 13	G: -9	H: -3
mol: COc1cccc(CNC(=O)CCC2CCCN(c3cc(C)nc(N4CCCC4)n3)C2)c1 (configuration not stated)
  A: -1	B: -3	C: -4	D: 8	E: .	F: -5	G: .	H: -9

Limited to Cneo AK release, miR122 inh and FN deposition inh, for 2 of the compounds above:
Compound	Cneo AK release	miR122 inh	FN deposition inh
O=C(c1cc(C2CC2)on1)N1CCN(C(c2ccccc2)c2ccccc2)CC1	0	-8	-1
CCCCC(=O)N1CCCC(C)C1 (configuration not stated)	3	.	4

Following part.
Screens by letter: A = Casp6 inh; B = FN deposition inh; C = PAX8 inh HTS; D = EWS-Fli inh; E = Cneo AK release; F = PGC1a acetyl inh; G = miR122 inh; H = LGR2 inh
mol: CC(=O)Oc1cc(C)cc2oc(=O)cc(-c3ccccc3)c12
  A: 6	B: 8	C: -9	D: -3	E: 1	F: .	G: .	H: .
mol: CO[C@@H](CN(C)S(=O)(=O)c1ccc(C)cc1)[C@@H](C)CN(C(=O)Nc1ccccc1F)[C@@H](C)CO
  A: -1	B: 7	C: .	D: -16	E: -2	F: -4	G: .	H: -21
mol: Cn1c(SCC(=O)NCc2ccco2)nnc1C1CC1
  A: 1	B: 5	C: -16	D: 5	E: -1	F: 0	G: -1	H: -9
mol: COc1ccc2c3c(n(C)c2c1)[C@H](CO)N(C(=O)c1ccccc1)CC31CN(C(C)=O)C1
  A: -2	B: .	C: -35	D: -4	E: .	F: 7	G: .	H: 4
mol: COCCCN(C(=O)Nc1cccc(Cl)c1)C(C)c1ccccn1 (configuration not stated)
  A: .	B: -13	C: .	D: .	E: 1	F: -9	G: -10	H: .
mol: COC(=O)C[C@H]1CC[C@@H]2[C@H](COc3ccc(NC(=O)Nc4c(C)noc4C)cc3C(=O)N2C)O1
  A: -2	B: -2	C: -40	D: -4	E: -3	F: -1	G: -6[16.7 µM]	H: -3
mol: COc1ccc(-c2noc(CSc3nnc(-c4ccccc4)n3C)n2)cc1
  A: 2	B: .	C: .	D: -7	E: 0	F: -3	G: -6	H: -3
mol: CCN(CC)CCCNC(=O)c1cc(Nc2ccc(OC)cc2OC)nc2ccccc12
  A: -10	B: 5	C: 2	D: 2	E: 0	F: 9	G: -12	H: 2
mol: COCC(=O)N1C[C@H]2[C@@H](c3ccccc31)[C@H](CO)N2Cc1ccccc1F
  A: -2	B: .	C: 1	D: -49	E: -2	F: -2	G: -9[16.7 µM]	H: -4
mol: CCc1ccc(CCC(=O)Nc2nccs2)o1
  A: .	B: -6	C: .	D: .	E: 1	F: -2	G: -2	H: .
mol: O=C(C1CCCCC1)N1C[C@H](n2cc(-c3ccc(F)cc3)nn2)[C@@H](O)C[C@@H]1c1ccccc1
  A: 3	B: -2	C: 0	D: -9	E: -1	F: 9	G: -3	H: -5
mol: COc1ccc(NC(=O)c2cccn(CC=C(C)C)c2=O)cc1
  A: -1	B: -3	C: -75	D: -73	E: .	F: 8	G: -3	H: -41
mol: COCCNC(=O)C1(C)CCCN(CC(=O)c2ccc(OC)cc2)C1 (configuration not stated)
  A: 0	B: -3	C: .	D: 0	E: -5	F: -5	G: 0	H: -11
mol: CCCNC(=O)C[C@@H]1C[C@H]2c3cc(NS(=O)(=O)c4ccc(F)cc4)ccc3O[C@H]2[C@@H](CO)O1
  A: 18	B: 12	C: -3	D: -11	E: -7	F: 6	G: -2[16.7 µM]	H: 6
mol: CC(=O)OC1CCC2C3CCc4cc(OP(=O)(N5CC5)N5CC5)ccc4C3CCC12C (configuration not stated)
  A: 0	B: .	C: -8	D: 17	E: 2	F: 1	G: -7	H: .
mol: O=C(COC(=O)c1cc(Cl)cc(Cl)c1)NCCN1C(=O)CSC1=O
  A: -1	B: 8	C: -7	D: -5	E: .	F: .	G: .	H: 1
mol: COc1ccc(CC(NC(C)=O)C(=O)NC2CCN(C(=O)c3ccc(Cl)cc3)CC2)cc1 (configuration not stated)
  A: 0	B: -4	C: 13	D: -4	E: 1	F: -2	G: -9	H: 5
mol: CN(C)C(=O)COC(=O)c1cccc(CN2C(=O)c3ccccc3C2=O)c1
  A: -1	B: -16	C: -10	D: 0	E: .	F: -4	G: .	H: -21
mol: CCC(C)NC(=O)Cn1c(-c2ccccc2)cc(C(C)=O)c1C (configuration not stated)
  A: -1	B: -17	C: -9	D: -7	E: .	F: .	G: .	H: 4
mol: O=C(COc1ccccc1[N+](=O)[O-])Nc1ccc(NC(=O)c2cc3ccccc3o2)cc1
  A: 0	B: -20	C: -8	D: -6	E: -1	F: 5	G: .	H: -1
mol: O=[N+]([O-])c1cc(Cl)c(O)c2ncccc12
  A: .	B: 1	C: 14	D: 17	E: .	F: 0	G: -8	H: -3
mol: COC(=O)c1ccc(C2/C(=C(\O)c3cccc(OC)c3)C(=O)C(=O)N2CCCN2CCOCC2)cc1 (configuration not stated)
  A: 1	B: -6	C: 10	D: -4	E: .	F: .	G: .	H: 1
mol: Cc1ccccc1-c1cnc2c(c1)C(=O)N([C@H](C)CO)C[C@H](C)[C@H](CN(C)Cc1cncnc1)O2
  A: -1	B: .	C: -6	D: -10	E: 5	F: 13	G: 65[16.7 µM]	H: 3
mol: O=C(COC(=O)CCOc1ccccc1)Nc1ncc(Cl)cc1Cl
  A: .	B: 24	C: 2	D: .	E: 1	F: 3	G: 0	H: 7
mol: C[C@@H]1CN([C@H](C)CO)C(=O)c2cccc(NC(=O)C3CC3)c2O[C@H]1CN(C)C
  A: 1	B: .	C: -14	D: 1	E: 0	F: 1	G: -2[16.7 µM]	H: -1
mol: COc1ccc(NC(=O)Nc2ccc3c(c2)C(=O)N([C@H](C)CO)C[C@H](C)[C@H](CN(C)C(=O)Nc2ccc(C(F)(F)F)cc2)O3)cc1
  A: 2	B: .	C: .	D: -3	E: -1	F: -6	G: 2[16.7 µM]	H: -11
mol: CC1CCCC(C)N1CCNC(=O)Cn1nc(-c2ccccc2)ccc1=O (configuration not stated)
  A: -10	B: .	C: .	D: -6	E: 1	F: -4	G: -4	H: 1
mol: O=C(N/N=C/c1ccc(N2CCCC2)c([N+](=O)[O-])c1)c1cccnc1
  A: 4	B: 31*	C: -35	D: -1	E: .	F: .	G: .	H: -23
mol: CN(C)C(=O)c1cc2c(c(-c3cccc(-c4ccccc4)c3)n1)[C@@H](CCO)N([S@](=O)C(C)(C)C)C2
  A: 2	B: 2	C: 11	D: .	E: .	F: -2	G: .	H: -3
mol: O=C(O)C1CCC(Cn2c(SCc3cc(=O)n4cc(Br)ccc4n3)nc3ccsc3c2=O)CC1 (configuration not stated)
  A: 5	B: 5	C: 12	D: 6	E: .	F: 12	G: .	H: 8
mol: CC1CN(C(=S)Nc2cccc([N+](=O)[O-])c2)CC(C)O1 (configuration not stated)
  A: 2	B: 4	C: 3	D: 1	E: -2	F: .	G: .	H: 0
mol: O=C(NNC(=O)C12CC3CC(CC(C3)C1)C2)c1cnccn1
  A: .	B: 3	C: -10	D: .	E: 1	F: 0	G: -4	H: 10
mol: CC(=O)N1[C@H](CO)[C@@H](c2ccccc2)[C@@H]1CN(C)C(=O)C1CCC1
  A: -1	B: -15	C: 11	D: 2	E: -2	F: 1	G: -7[16.7 µM]	H: -17
mol: Cc1nnc2n(c1=O)C(CS(=O)(=O)c1ccccc1)CS2 (configuration not stated)
  A: .	B: 3	C: -117	D: .	E: 9	F: 3	G: 2	H: .
mol: C[C@@H]1CN([C@@H](C)CO)C(=O)c2cc(NC(=O)Nc3cccc4ccccc34)ccc2O[C@@H](C)CCCCO[C@H]1CN(C)C(=O)Nc1ccc2c(c1)OCO2
  A: 1	B: 5	C: 13	D: 1	E: 0	F: -4	G: 3[16.7 µM]	H: 1
mol: CCC(C)(C)NC(=O)CN(Cc1ccc(F)cc1)C(=O)CCC(=O)Nc1ccccn1
  A: 2	B: -6	C: 2	D: 4	E: 1	F: -14	G: -3	H: 9
mol: CCNC(=O)C(=O)NCC1OCCCN1S(=O)(=O)c1ccc(F)cc1C (configuration not stated)
  A: -4	B: -5	C: -6	D: .	E: -4	F: .	G: .	H: -8
mol: O=C(Nc1cccc(S(=O)(=O)N2CCOCC2)c1)c1ccc(Cl)nc1
  A: 3	B: 3	C: 25	D: -73	E: 0	F: -4	G: 16	H: -3
mol: COc1ccccc1OCc1cc(C(=O)N(C)CCC2CCCCO2)no1 (configuration not stated)
  A: -2	B: -6	C: .	D: -72	E: 1	F: .	G: -2	H: -51
